b-catenin transl: beta-catenin nuclear translocation modulation. AID 1665. HeLa beta-catenin nuclear translocation, immunofluorescence imaging. 190,000 compounds, 0.3% hits. nuclear translocation activity, % at 5 µM;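 active means nuclear translocation activity above 50% at 5 µM, with a well cell count of 50 or more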;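 further: per-cell ratio of nuclear to cytoplasmic median beta-catenin stain intensity; plate controls were DMSO negative control for no effect and GSK-3 inhibitor IX positive control for full effect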
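Assay system: human HeLa cells, native beta-catenin; doses: 5 µM primary, 0.02–20 µM confirmation; incubation: compound treatment 24 h, 37°C, 5% CO2; technique: fluorescence imaging of beta-catenin antibody stain plus DAPI; measure: % activation, nuclear-to-cytoplasmic median beta-catenin signal ratio per cell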
Autophagy mod: autophagy modulation, high-content screen | MEF GFP-LC3 puncta imaging; test concentration mostly 10 µM | calls only at 10 µM (by protocol) | 190,000 compounds, 0.98% hits | AID 463193;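 active means percentage of spot-positive cells more than 3 SD above its plate mean, without a fluorescence outlier flag or 80% toxicity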;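 further: spot-positive cell cutoff set from DMSO-treated cells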
Yfh1-depleted yeast: enhancers of respiration in Yfh1-depleted yeast, dose response, Friedreich's ataxia, plus single-dose screen (AID 1465); S. cerevisiae Yfh1-off respiration, WST-1 reduction, 72 h; higher fold induction means a stronger effect; one-dose fold induction at 50 µM; EC50 in µM for titrated hits; 220,000 compounds, 0.074% hits;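 active means fold induction of absorbance versus untreated yeast above a set limit, then at least 30% activation at any dose in follow-up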;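 further: activators that raise dye reduction in frataxin-depleted yeast; strong numbers were not always called active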
WT yeast gro inh: growth inhibition of WT yeast, mitochondrial fusion screen; mitochondrial fusion phenotypic screen, WT strain; inhibition, % at 10 µM; 190,000 compounds, 2.1% hits; in the data active means inhibition above about 58%; tested in S. cerevisiae
MT stabilize HCS: microtubule stabilizers in HeLa cells; HeLa tubulin immunostaining HCS, 24 h; share of cells brighter than vehicle mean+2SD; % tubulin-high responders, % at 10 µM; 200,000 compounds, 0.83% hits; AID 2205;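 active means plate Z-score above 3 for both tubulin-high and condensed-nucleus cell shares, with cell loss under 80%, at 10 µM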;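 further: anti alpha tubulin signal scored within the nucleus-defined area of each cell; some results filed as inactive read as strong as hits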
AID2073: inhibitors of Mint1-CaV2.2 protein interaction, biochemical, HTRF (AID 2073) | HTRF protein-protein interaction, Mint1-CaV2.2; higher % means a stronger effect | inhibition, % at 20 µM; hits with a dose series show IC50 in µM | 290,000 compounds, 0.19% hits; in the data active means inhibition mostly above about 51%, no sharp cut-off; further: some results filed as inactive read as strong as hits
Dynein cargo inh: blocks dynein driven cargo transport along microtubules; 3617.4 mouse cells, GR-EGFP nuclear translocation imaging; test concentration mostly 20 µM; stimulated with dexamethasone, 1 µM; hits give low values; z-score, hits read low; 220,000 compounds, 0.47% hits; AID 1381;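 active means plate z-score of nuclear minus cytoplasmic receptor signal below a set negative limit, without overly bright fluorescence or cell loss, cut at about -3.5 in these data, passing the limit was not always enough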;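 further: z-score of nuclear minus cytoplasmic ring GR-EGFP intensity difference per well; some compounds called inactive have numbers as strong as hits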
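Also added: dexamethasone, 1.0 µM final. Medium: tet-free, stripped-serum medium. Detection: fixed, Hoechst-stained cells imaged at 10x for EGFP. Read-out: nuclear-to-cytoplasmic GR-EGFP distribution per well. Times: induction 48 h, compound 1 h, agonist 30 min.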
HIV fusion peptide: cell-free HIV fusion peptide-binding blockers – biochemical, uHTS, fluorescence dequenching, primary screen (AID 1986); cell-free peptide binding, fluorescence dequenching, 30 min; higher % means a stronger effect; inhibition, % at 20 µM, or IC50 in µM where a hit was titrated; 290,000 compounds, 0.3% hits; in the data active means inhibition mostly above about 52%, no sharp cut-off; inactive means mostly below about 76%; further: some results filed as inactive read as strong as hits
Ins promoter up: MIN6 insulin promoter up-regulation; AID 1625; z-score at 5 µM; 190,000 compounds, 0.3% hits; MIN6 insulin promoter-GFP reporter, high-content imaging; hits give high values;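 active means z-score above 3 at 5 µM with at least 500 cells counted in the well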
WT yeast gro inh mutant strain: further read-out of WT yeast gro inh, marked with its call; inhibition, %; mitochondrial fusion phenotypic screen, mutant strain inhibition
Dynein cargo inh cytoplasmic EGFP: also measured in Dynein cargo inh; calls as there; z-score; measured here: cytoplasmic GR-EGFP intensity; hits give high values
Dynein cargo inh nuclear GR-EGFP: further read-out of Dynein cargo inh, marked with its call; z-score; measured here: nuclear GR-EGFP intensity;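 lower value marks the stronger effect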
Dynein cargo inh cell count: also measured in Dynein cargo inh; calls as there; z-score; measured here: cell count per field
Ins promoter up cell count: recorded beside Ins promoter up, whose call it bears; cell count; measured here: cytotoxicity, nuclei count;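 total cells summed across four imaged fields per well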
b-catenin transl cell count 5 µM: recorded beside b-catenin transl, whose call it bears; cell count; measured here: cell count, cytotoxicity flag
MT stabilize HCS Hoechst-high %: recorded beside MT stabilize HCS, whose call it bears; % Hoechst-high responders; measured here: nuclear condensation Hoechst responders;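 share of cells brighter than vehicle mean plus two SD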
MT stabilize HCS cytotoxicity %: second read-out of MT stabilize HCS, no call of its own (marks repeat the call); toxicity, %; measured here: cytotoxicity by cell density;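 0% = mean cell density of plate MIN control wells and 100% = no cells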
Autophagy mod cell loss 18 h: also measured in Autophagy mod; calls as there; toxicity, %; measured here: cell loss, nuclei count;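 cell loss after 18 h compound exposure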
An asterisk follows results filed as active; i = inactive; · = no result given.

Value order – b-catenin transl	b-catenin transl cell count 5 µM	Autophagy mod	Autophagy mod cell loss 18 h	Yfh1-depleted yeast	WT yeast gro inh	WT yeast gro inh mutant strain	MT stabilize HCS	MT stabilize HCS Hoechst-high %	MT stabilize HCS cytotoxicity %	AID2073	Dynein cargo inh	Dynein cargo inh cytoplasmic EGFP	Dynein cargo inh nuclear GR-EGFP	Dynein cargo inh cell count	HIV fusion peptide	Ins promoter up	Ins promoter up cell count
- O=C(Nc1cccc(Cl)c1)C1CCCN(S(=O)(=O)c2cnc[nH]2)C1 (stereo not drawn)
    ·	·	i	1	i	-15	8	6.4	3.1	6.1	-8%	0.31	-0.02	0.44	-0.74	-2.0%	-0.61	1035
- CCn1c(Sc2ccc(N)cc2Cl)nc2ccccc21
    -0.3	1093	i	30	i	5	13	2.5	1.7	5.4	-5%	0.31	-0.24	0.15	0.9	-2.8%	0	1294
- COc1ccc(/C=N/N=C2/NC(=O)C(CC(=O)NC(C)C)S2)cc1 (stereo not drawn)
    -1.3	1054	i	-1	i	4	1	2.4	1.3	3.8	1%	-0.26	-0.2	-0.12	0.66	-1.0%	0.99	1581
- CCOC(=O)c1ccc(NC2OC(=O)c3ccccc32)cc1 (stereo not drawn)
    0.9	1053	i	-5	i	3	5	3.7	1.5	5.6	-4%	-0.17	0.055	-0.14	-0.16	9.3%	0.1	1795
- CCNc1nc(NC(C)C)nc(N(C)C#N)n1
    -0.7	1295	·	·	i	·	·	·	·	·	-9%	-0.44	-0.28	-0.26	0.74	0.7%	-0.45	1127
- O=C(O)Cn1cc(C(=S)N2CCOCC2)c2ccccc21
    -1.9	1172	i	-2	i	-9	-9	1.1	1.0	7.7	-2%	-0.87	-0.14	-0.31	0.96	0.7%	-0.06	930
- O=c1[nH]c2ccccc2n1CCCSCCCn1c(=O)[nH]c2ccccc21
    ·	·	i	9	i	-18	8	3.4	1.2	7.8	-1%	0.2	-0.24	0.74	-0.68	-0.6%	-2.5	1075
- COc1ccc(NC(=O)N2CCN(c3ccc([N+](=O)[O-])cc3)CC2)cc1OC
    2.1	983	i	18	i	6	5	3.9	3.8	8.8	25%	0.67	-0.33	1.1	-1.1	-1.4%	-0.62	1502
- COC(=O)/C=C/c1cnc2ccccc2c1
    -1.8	1086	i	5	i	-3	-11	4.4	3.2	6.2	4%	2.1	-0.19	1.1	-0.79	-0.8%	0.28	1130
- Cc1cc(N)ccc1NC(=O)c1ccccc1
    -1.1	1388	i	47	i	11	16	5.8	2.1	9.7	2%	0.56	-0.37	0.0028	0.48	-2.3%	0.73	1485
- CCO[C@H]1OC(C(=O)N2CCN(Cc3ccc4c(c3)OCO4)CC2)=C[C@@H](c2ccccc2)[C@@H]1CCCO
    -0.4	1144	i	2	i	-3	-5	4.2	1.9	9.4	2%	-0.48	-0.2	0.081	-0.087	0.5%	-0.05	1299
- CCOc1ccccc1C(=O)N(Cc1ccccc1)Cc1cc2cc3c(cc2[nH]c1=O)OCCO3
    ·	·	i	8	i	·	·	9.8	4.0	4.5	·	-1.2	-0.17	-0.75	0.1	·	·	·
- c1ccc(-c2nnc(-c3ccccc3)nn2)cc1
    -0.1	1347	·	·	i	·	·	·	·	·	32%	-0.58	-0.24	0.086	0.59	0.2%	-0.23	994
- CCCCC(=O)Nc1ccc2c(c1)nc(CCN1CCOCC1)n2C
    -5.4	1010	i	-25	i	3	7	2.5	2.4	4.2	5%	-0.44	-0.19	-0.29	0.79	-1.0%	0.14	1099
- Cc1cccc(C)c1OCC(O)CNS(=O)(=O)c1ccccc1C(=O)N1CCOCC1 (stereo not drawn)
    0.7	900	i	-2	i	-9	2	2.5	2.0	5.1	4%	-0.28	-0.16	0.44	-0.98	0.6%	-0.58	1015
- CCOc1cc(C2NN=C(c3ccc(C)cc3)S2)ccc1O (stereo not drawn)
    6.2	567	i	-10	i	13	-7	2.4	2.0	19	31%	-0.27	-0.24	-0.17	1	-2.4%	0.13	1317
- O=C(Cn1cc2c(n1)CCCC2)NCCCN1CCN(Cc2ccccc2)CC1
    ·	·	i	-6	i	7	-1	2.9	4.7	2.3	11%	-0.89	-0.23	-0.4	0.16	2.4%	-0.06	890
- O=CN1CCN(C(=O)c2ccc(-c3nc4ccccc4s3)s2)CC1
    -0.5	1118	i	-3	i	3	-6	3.5	2.2	1.3	-2%	-0.32	-0.24	-0.05	-0.53	-0.4%	0.28	1161
- C#CCNC(=O)C1=C[C@H](c2csc3ccccc23)C[C@H](OCCCCO)O1
    0.5	1062	i	8	i	-3	-8	1.5	1.5	4.7	18%	0.077	-0.3	0.43	-0.32	5.3%	0.21	1445
- NC(=S)N/N=C/c1c(O)ccc2ccccc12
    6.8	837	·	·	i	·	·	·	·	·	-26%	0.42	0.02	0.75	-0.42	-3.0%	0.48	889
- COc1ccc(CC(=O)Nc2nnc(SCc3ccccc3)s2)cc1S(=O)(=O)N1CCOCC1
    1.0	1170	i	-8	i	-23	-36	2.5	1.5	12	11%	0.49	0.11	0.66	-1.2	0.0%	·	·
- Cn1cccc1C(=O)Nc1nc(-c2ccccn2)cs1
    1.1	1465	i	16	i	-1	-19	2.2	1.1	1.9	-21%	1.1	-0.17	0.37	-0.61	-4.0%	-0.41	995
- CCOC(=O)NC(O)C(=O)c1ccc(F)cc1 (stereo not drawn)
    ·	·	i	-33	i	3	0	1.3	1.0	3.8	-7%	-0.35	-0.26	-0.21	-0.2	0.8%	-0.28	1119
- O=c1c2ccccc2ncn1CCCSc1ccccc1
    ·	·	i	4	i	8	15	2.0	2.1	11	23%	-0.5	-0.16	0.19	0.58	1.7%	·	·
- COC(=O)c1cccnc1-n1c(=O)c2cccnc2n(Cc2ccc(Cl)cc2)c1=O
    ·	·	i	0	i	-3	-12	1.5	1.9	9.6	-10%	1.2	-0.29	0.86	0.075	-0.4%	0.13	1237
- Cn1c(=O)c2cc(S(=O)(=O)NCCC(=O)N3CC=C(c4ccccc4)CC3)ccc2n(C)c1=O
    1.3	1381	i	-4	i	15	12	4.3	3.1	3.6	12%	-0.14	-0.33	-0.14	0.24	-2.0%	-0.97	1384
- Cc1cc2c(cc1C)C(c1ccccc1Br)CC(=O)N2 (stereo not drawn)
    -0.5	961	i	25	i	-3	-17	10	8.7	19	9%	-0.14	-0.26	0.054	1.1	-1.2%	0.46	1279
- O=C(CCn1c(=O)c2ccccc2n(CC(=O)NC2CCCC2)c1=O)NCCc1ccc(Cl)cc1
    -6.8	1161	i	-2	i	-14	3	2.9	1.6	5.7	18%	-1.3	-0.14	-0.52	0.71	12%	0.34	904
- Fc1cccc(Cc2noc(CN3CCSCC3)n2)c1
    -1.0	1187	i	17	i	-6	-7	1.5	1.3	8.4	-4%	0.14	-0.31	0.14	0.63	-0.1%	1.1	1375
- COC(=O)c1sccc1NC(=O)c1ccncc1
    -2.5	1145	i	1	i	-3	0	4.1	1.9	2.4	-1%	0.25	-0.26	0.22	-0.31	1.0%	-0.19	978
- O=C(Nc1nnc(-c2ccccc2)o1)C1CCCCC1
    -0.1	1088	i	-1	i	-12	5	1.4	4.9	4.3	1%	-0.32	-0.27	-0.19	0.77	3.7%	-0.55	1867
- CCCN(CCC)CCNC(=O)C1c2ccccc2C(=O)N2CCc3ccccc3C12 (stereo not drawn)
    -2.7	1017	i	6	i	11	2	1.4	1.7	3.2	-1%	0.76	-0.18	1.3	-1.4	2.6%	0.08	1331
- CC(=O)c1sc(-c2ccc(F)cc2)cc1NS(=O)(=O)c1ccc(C)cc1
    1.5	1322	·	·	i	·	·	·	·	·	-10%	-0.52	-0.24	-0.34	0.48	0.1%	0.02	1348
- O=C(O)CCn1c(=O)sc2ccccc21
    -3.3	1445	·	·	i	8	-13	2.0	2.9	12	2%	-0.95	-0.23	-0.19	0.49	-1.0%	2.2	1347
- CCc1ccc2[nH]c(=O)c(CN(Cc3nnnn3C3CCCC3)C3CCCCC3)cc2c1
    0.1	1058	i	4	i	-2	0	5.6	2.8	3.7	16%	-0.78	-0.25	0.26	0.54	-0.2%	-3.1	1025
- Cc1nnc(N/N=C/c2ccc([N+](=O)[O-])cc2)n1N
    -0.4	1124	i	4	i	13	7	2.3	1.9	7.4	2%	0.68	-0.049	0.77	-1.6	-0.2%	-0.2	1324
- Cc1ccccc1CN1CCc2c(OCC(=O)N3CCCc4ccccc43)cccc2C1=O
    -3.0	505	i	7	i	62*	30*	1.6	1.1	0.8	0%	0.24	-0.18	-0.29	-0.38	-1.5%	-0.19	1170
- CCC(c1nnnn1Cc1ccccc1)N1CCN(C(=O)c2ccco2)CC1 (stereo not drawn)
    -6.1	906	i	20	i	-4	0	3.2	1.1	6.6	-4%	-0.26	-0.1	0.044	0.36	-2.7%	0.12	1477
- Cc1cc(C(=O)NNC(=O)c2ccc(Cl)cc2)no1
    -0.2	1270	·	·	i	·	·	·	·	·	37%	-1.3	-0.28	-0.35	1.6	-1.2%	-0.25	1122
- CCC(COC)NC(=O)CCc1nnc(Cc2cccc(C(F)(F)F)c2)o1 (stereo not drawn)
    -0.6	952	i	2	i	-10	-9	1.0	1.1	0.8	6%	0.58	-0.17	0.86	-0.64	1.4%	-0.03	1414
